High-throughput results deposited in PubChem BioAssay by several laboratories.
MsrA inhibitor = bovine MsrA inhibition | purified bovine MsrA, absorbance read-out | inhibition, % at 15.5 µM | actives 0.75% (n = 360,000) | AID 651718; in the data active = inhibition above about 4.5%;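 note: 0% = vehicle wells with enzyme and 100% = reference inhibitor wells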
LMPTP block = LMPTP (human) inhibition; P24666; recombinant LMPTP-A, OMFP fluorogenic substrate, fluorescence intensity; inhibition, % at 20 µM; actives 0.22% (n = 360,000);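 active = compounds that cut the enzyme signal by at least half of the control window in the single-dose screen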;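 note: plate controls were DMSO wells with enzyme plus substrate for no effect and substrate without enzyme for full effect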
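Material: LMPTP-A; amount: 0.625 nM enzyme; doses: single 20 µM dose; times: reaction 50 min, room temperature, dark; technique: fluorescence intensity of OMFP turnover product; benchmarks: no-enzyme and uninhibited controls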
E coli Lon inh = inhibits E. coli Lon protease; purified E. coli Lon protease, fluorescence polarization; AID 602123; actives 0.42% (n = 360,000); inhibition, % at 7.94 µM; in the data active = inhibition above about 13%, passing the limit was not always enough;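 note: 0% = enzyme with probe and DMSO and 100% = no enzyme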
NRP1-CendR mod = NRP-1/CendR interaction modulation; O14786; FAM-RPARPAR peptide binding to NRP-1, fluorescence polarization; inhibition, % at 25 µM; actives 0.85% (n = 360,000); AID 602438;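 active = inhibition or corrected inhibition above about 18%, plus a signal ratio from 0.5 to 1.5, limit read from the data, passing the limit was not always enough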; note: strong numbers were not always called active
SUMO1-SIM PPI = modulators of human SUMO1-mediated protein-protein interactions; P63165; actives 0.33% (n = 360,000); inhibition, % at 20 µM; SUMO1 binding to a labelled peptide, TR-FRET, 1 h; AID 602429; in the data active = inhibition above about 37%
STEP inh = inhibitors of human striatal-enriched phosphatase STEP. P54829. actives 0.25% (n = 360,000). inhibition, % at 20 µM. recombinant STEP, OMFP fluorogenic substrate, fluorescence;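 active = inhibition at 20 µM, scaled per plate between control wells, above about 37%, limit read from the data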;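 note: 0% = DMSO with enzyme and substrate and 100% = substrate only without enzyme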
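Assay system: isolated STEP enzyme / Timing: 20 min at room temperature, dark / Doses: 20 µM, 1% DMSO / Technique: fluorescence intensity, excitation 480 nm, emission 540 nm / Reagent: fluorogenic phosphatase substrate OMFP at 25 µM final / Measure: percent inhibition scaled to no-enzyme and uninhibited-enzyme controls, plate-pattern corrected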
DNMT1 inh = blocks human DNA methyltransferase DNMT1. P26358. DNMT1 molecular beacon, Hinp1I cleavage, fluorescence. inhibition (reported as % activation of signal), % at 10 µM. actives 0.83% (n = 360,000); in the data active = inhibition above about 50%
Target sequence (P26358 504-1616 limits assumed): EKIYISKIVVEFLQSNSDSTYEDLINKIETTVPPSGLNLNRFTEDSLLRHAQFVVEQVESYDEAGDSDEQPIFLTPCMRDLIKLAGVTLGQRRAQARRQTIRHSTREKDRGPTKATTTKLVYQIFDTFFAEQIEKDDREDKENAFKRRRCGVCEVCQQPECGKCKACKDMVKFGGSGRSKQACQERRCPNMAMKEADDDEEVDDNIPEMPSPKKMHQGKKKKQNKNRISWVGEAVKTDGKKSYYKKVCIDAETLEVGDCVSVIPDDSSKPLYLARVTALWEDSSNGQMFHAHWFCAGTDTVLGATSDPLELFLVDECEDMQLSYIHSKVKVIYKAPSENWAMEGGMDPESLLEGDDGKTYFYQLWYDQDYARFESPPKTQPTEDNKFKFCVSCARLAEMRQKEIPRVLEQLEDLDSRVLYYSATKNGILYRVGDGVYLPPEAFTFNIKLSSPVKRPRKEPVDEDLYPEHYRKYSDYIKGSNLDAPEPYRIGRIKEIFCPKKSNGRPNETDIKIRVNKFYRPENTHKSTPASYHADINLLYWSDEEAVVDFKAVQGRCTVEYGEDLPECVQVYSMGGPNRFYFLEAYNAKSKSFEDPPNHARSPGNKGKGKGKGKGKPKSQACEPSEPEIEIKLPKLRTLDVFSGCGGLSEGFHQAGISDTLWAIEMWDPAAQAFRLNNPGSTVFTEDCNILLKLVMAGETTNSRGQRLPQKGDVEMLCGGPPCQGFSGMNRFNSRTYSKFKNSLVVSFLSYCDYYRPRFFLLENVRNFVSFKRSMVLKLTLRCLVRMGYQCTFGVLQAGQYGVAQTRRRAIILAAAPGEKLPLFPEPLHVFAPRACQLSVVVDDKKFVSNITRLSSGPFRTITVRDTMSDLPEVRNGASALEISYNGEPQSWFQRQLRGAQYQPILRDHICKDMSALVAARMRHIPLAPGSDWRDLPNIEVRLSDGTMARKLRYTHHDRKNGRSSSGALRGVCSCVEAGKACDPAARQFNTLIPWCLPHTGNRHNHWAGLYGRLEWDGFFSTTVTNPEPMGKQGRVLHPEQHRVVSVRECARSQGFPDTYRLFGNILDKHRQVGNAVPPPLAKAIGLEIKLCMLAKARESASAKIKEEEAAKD
TbMetRS inhib = blocks T. brucei methionyl-tRNA synthetase activity. purified T. brucei MetRS, ATP depletion, Kinase-Glo luminescence. inhibition, % at 11.9 µM. actives 0.4% (n = 360,000);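 active = inhibition above a per-plate cutoff of the control wells' mean inhibition plus 3 SD, cut at about 5.5% in these data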;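 note: 0% = DMSO wells median and 100% = median of wells with control inhibitor compound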
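Assay system: T. brucei methionyl-tRNA synthetase, purified | Medium: HEPES buffer with MgCl2, KCl, DTT, spermine, BSA, pyrophosphatase | Compound: 11.9 µM single point | Incubation: 15 min enzyme-compound preincubation, 2 h reaction, 10 min detection, 25 °C | Measured by: Kinase-Glo luciferase luminescence reporting remaining unconsumed ATP | Measure: % inhibition normalized to control-well medians | Replication: Singlicate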
Scp-1 inhibitor = inhibitors of human Scp-1 phosphatase; actives 0.88% (n = 340,000); inhibition, % at 20 µM; Q9GZU7; AID 493091; Recombinant Scp1, phosphopeptide, malachite green phosphate absorbance;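 active = inhibition above about 50% at 20 µM, limit read from the data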;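 note: plate controls were DMSO wells with enzyme for no effect and wells lacking enzyme for full effect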
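Test system: SCP-1 phosphatase catalytic domain, residues 76-261 | Compound dosing: One concentration, 20 µM, with 1.0% DMSO | Schedule: 45 min room-temperature reaction, 5 min colour, 30 min stabiliser | Detection: Absorbance at 630 nm | Read-out basis: % inhibition of SCP-1 phosphate liberation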
bovine MsrA act = activators of bovine methionine sulfoxide reductase A. purified bovine MsrA, absorbance read-out. activation, % at 10.6 µM. actives 0.3% (n = 360,000); in the data active = activation above about 7.5%;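 note: 0% = vehicle and 100% = reference activator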
An asterisk follows results filed as active; x = not tested or not shown.

The line under a structure holds: Scp-1 inhibitor	TbMetRS inhib	LMPTP block	bovine MsrA act	E coli Lon inh	MsrA inhibitor	STEP inh	NRP1-CendR mod	DNMT1 inh	SUMO1-SIM PPI
> O=C(N[C@H]1/C=C\[C@@H](O)CCCC1)OCc1ccccc1
 : -1	1.0	0.3	0	5	2.4	1	-15	4	-1
> C[C@@H]1CC=C[C@H]2[C@H]1C(=O)N(Cc1ccccc1)[C@H]2c1ccc(Br)cc1F
 : -8	-0.5	2.3	-6	7	0.7	5	7	14	5
> COc1ccc(CC(=O)Oc2ccccc2[N+](=O)[O-])cc1
 : 1	-0.6	-1.5	-2	3	-0.3	-1	-13	-4	10
> CC(C)c1onc(C(=O)NC2CCCC2)c1[N+](=O)[O-]
 : 1	0.7	0.1	-3	-3	0.4	-2	6	0	0
> CCN(CC(=O)Nc1c(F)cccc1F)C(=O)c1cnc(C)cn1
 : -2	-0.4	0.1	-1	-3	-0.4	-2	3	0	4
> O=[N+]([O-])c1cccc(S(=O)(=O)NCc2ccncc2)c1
 : 4	0.7	-2.5	-3	-1	0.4	1	-4	0	-28
> CC(C)CCn1c(Oc2ccccc2Cl)nc2c1c(=O)n(C)c(=O)n2C
 : -2	-0.5	2.0	0	0	0.1	1	0	-4	3
> O=C(O)CCC(=O)N1CCc2cc(S(=O)(=O)Nc3ccc4c(c3)OCCO4)ccc21
 : -8	0.6	0.5	-1	-2	-0.8	4	-4	0	8
> C#CCNC(=O)C[C@@H]1C[C@@]2(C(=O)OC)CC(C)(C)CC=C2N(Cc2ccccc2)C1=O
 : x	0.6	-1.0	x	x	-1.1	x	-3	x	1
> CC1(C)NC(=O)N(CC(O)Cn2nnc3ccccc32)C1=O (stereo unspecified)
 : -11	-0.3	-1.3	-4	-3	0.2	-2	-2	0	-1
> Cc1cccn2cc(-c3ccc(S(=O)(=O)N4CCOCC4)cc3)nc12
 : -5	-0.1	0.4	-4	4	4.3	-1	-11	-7	5
> O=C(Cc1ccc([N+](=O)[O-])cc1)N/N=C/c1ccco1
 : -12	0.6	-0.3	1	4	1.0	0	15	2	-13
> O=C(NCc1ccco1)c1sc2cccc(F)c2c1Cl
 : -5	-1.0	1.0	-7	4	x	1	-2	4	0
> Cc1ccc2c(c1)c(N=NC(N)=O)c(O)n2C
 : -3	-0.6	-0.7	-2	4	1.6	-3	3	6	-10
> Cc1cccc(C(=O)Nc2cccc(C(=O)N/N=C/c3cccc(C)n3)c2)c1
 : -9	-0.9	-1.1	0	12	0.5	-2	0	-1	-11
> COc1ccc(CCNC(=O)CSc2nc(N)c(C#N)c(-c3cccs3)c2C#N)cc1OC
 : -3	0.1	-0.5	-3	1	2.8	2	-7	-6	-17
> CCN(CC)C(=O)C1=C(C)N(CCCOC)C(=O)C(CC(=O)NC2CCCCC2)C1 (stereo unspecified)
 : x	-1.3	-0.3	-4	-4	0.5	-2	11	8	4
> CCc1nc2ccc(C(=O)O)cc2nc1CC
 : 27	-0.3	-2.0	-5	0	-0.1	1	-4	1	2
> Cc1ccc(-c2n[nH]c(=S)n2/N=C\c2ccco2)cc1
 : -3	-0.6	-0.4	2	0	-1.0	-1	6	-1	1
> CCC(C)Nc1nc2c(c(=O)[nH]c(=O)n2C)n1CCC(C)C (stereo unspecified)
 : 0	1.8	0.5	1	-3	1.2	2	-13	-2	-1
> CN1CCCN(C(c2ccccc2)c2ccc(Cl)cc2)CC1 (stereo unspecified)
 : 11	-1.3	-4.0	-6	0	-1.2	-2	-2	2	-3
> O=C(COC(=O)c1c[nH]c2ccccc12)Nc1ccc(F)cc1
 : -3	-0.1	1.3	-2	-3	0.0	-3	7	-3	0
> CC(=O)Nc1cccc(-c2csc(C(O)c3cccc(Cl)c3)n2)c1 (stereo unspecified)
 : x	0.1	-0.2	-6	-15	2.8	-3	2	-6	-10
> COc1ccccc1C(=O)NCCCNC(=O)c1cccnc1
 : -1	-0.5	0.5	-3	0	-0.1	1	33*	1	-2
> COCCNc1nc2ccccc2n1CC(=O)c1ccc(OC)c(OC)c1
 : 0	-0.6	9.4	-2	2	1.3	1	10	2	-2
> c1ccc(-c2csc3ncnc(N4CCOCC4)c23)cc1
 : -2	-0.3	0.4	-4	-3	0.4	-2	-11	4	2
> Cc1ccccc1OCCCC(=O)Nc1nccs1
 : -7	0.7	0.6	-2	-1	1.0	2	4	-6	1
> CCCCCCNC(=O)C(C#N)c1nc2ccccc2nc1N1CCOCC1 (stereo unspecified)
 : -3	-0.7	-1.0	-12	6	0.2	-15	-125	7	1
> N#Cc1c(NC(=O)C2CC(Cl)=CCC2C(=O)O)sc2c1CCCC2 (stereo unspecified)
 : -1	0.1	0.2	-3	-1	1.4	0	-7	-1	2
> Cc1ccc(C(=O)Nc2cccc(N(C)S(C)(=O)=O)c2)cc1S(=O)(=O)Nc1ccccc1
 : -8	-1.0	0.6	-4	-15	-0.7	-2	-3	-6	3

Four entries out of the list, arranged by SMILES length, ascending.
The line under a structure holds: Scp-1 inhibitor	TbMetRS inhib	LMPTP block	bovine MsrA act	E coli Lon inh	MsrA inhibitor	STEP inh	NRP1-CendR mod	DNMT1 inh	SUMO1-SIM PPI
> Cc1ccc(-c2n[nH]c(=S)n2/N=C\c2ccco2)cc1
 : -3	-0.6	-0.4	2	0	-1.0	-1	6	-1	1
> CCC(C)Nc1nc2c(c(=O)[nH]c(=O)n2C)n1CCC(C)C (stereo unspecified)
 : 0	1.8	0.5	1	-3	1.2	2	-13	-2	-1
> CCN(CC)C(=O)C1=C(C)N(CCCOC)C(=O)C(CC(=O)NC2CCCCC2)C1 (stereo unspecified)
 : x	-1.3	-0.3	-4	-4	0.5	-2	11	8	4
> Cc1ccc(C(=O)Nc2cccc(N(C)S(C)(=O)=O)c2)cc1S(=O)(=O)Nc1ccccc1
 : -8	-1.0	0.6	-4	-15	-0.7	-2	-3	-6	3

New compounds follow.
The line under a structure holds: Scp-1 inhibitor	TbMetRS inhib	LMPTP block	bovine MsrA act	E coli Lon inh	MsrA inhibitor	STEP inh	NRP1-CendR mod	DNMT1 inh	SUMO1-SIM PPI
> CCNC(=O)C1CCCN(C(=O)c2cccc(Cl)c2)CC1 (stereo unspecified)
 : x	-0.3	-2.1	-1	5	-1.0	-3	3	11	-6
> Cc1ccc(C)c(S(=O)(=O)N2CCCC2CNC(=O)C(=O)NCCc2ccco2)c1 (stereo unspecified)
 : -3	-0.2	0.0	-2	-4	-0.7	3	-5	0	-1
> COc1ccc(CN(C)CC(=O)Nc2cc3oc4ccccc4c3cc2OC)c(OC)c1
 : 4	-0.1	-4.9	-4	8	-0.1	-1	-6	-24	-3
> CCn1ccnc1CN1CCCC(C(=O)c2ccc3cc(OC)ccc3c2)C1 (stereo unspecified)
 : -7	0.2	0.4	-1	6	1.8	0	20	-3	-8
> O=C(CSc1nnc(C2CCCCC2)o1)N1CCCCC1
 : -5	-0.1	-1.5	1	-2	-0.1	0	2	9	0
> O=C1c2ccccc2C(=O)c2c1cccc2N1CCN(C/C=C/c2ccccc2)CC1
 : -2	-0.6	2.9	-2	-8	-1.9	-2	-6	-4	-29
> Cc1ccc(NC(=O)c2ccc(COc3ccccc3[N+](=O)[O-])o2)nc1
 : -10	-0.4	0.4	-3	-7	-0.9	-1	-12	-1	-11
> CC(C)Oc1cccc(C(=O)NC(=S)Nc2ccc(Cl)c(C(=O)O)c2)c1
 : -13	-0.2	-1.4	-1	0	-0.3	2	-12	4	1
> NC(=O)c1c(NC(=O)c2ccc(S(=O)(=O)N3CCOCC3)cc2)sc2c1CCCCC2
 : -8	-0.7	1.2	6	-3	-0.2	1	-16	-3	-2
> COc1cc(CNc2nc3ccccc3[nH]2)cc(OC)c1OC
 : -5	16*	1.6	0	-7	-1.2	-2	-15	1	0
> CCOC(=O)c1c(NC(=O)c2ccnn2C)sc(C)c1C
 : 0	-1.4	1.0	0	-3	-0.3	2	11	0	-4
> O=C(c1ccc(Cl)cc1Cl)N1CCOCC1
 : 27	-0.1	-1.8	1	2	-0.8	1	-4	-2	1
> CN1C2C=C3C(C#N)=C(N)C(C#N)(C#N)[C@@H](c4cccs4)C3C1CC2 (stereo partly specified)
 : -7	-0.5	0.1	-2	9	0.2	-2	-1	-7	-2
> CCOc1ccc(-c2nnc(-c3ccccc3)o2)cc1
 : -23	-0.1	1.7	2	-1	-0.7	1	1	-1	1
> CC(=O)c1cccc(NC(=O)CN2C(=O)COc3ccc(S(=O)(=O)N4CCOCC4)cc32)c1
 : 9	-0.6	0.8	-1	-4	-0.9	2	13	2	-1
> CCCC(=O)N1CCN(c2ccc(NC(=O)c3cc4ccccc4o3)cc2Cl)CC1
 : -10	-0.5	3.8	1	-14	0.9	5	-8	-5	-4
> Fc1ccccc1-c1nc(-c2cnccc2C(F)(F)F)no1
 : -10	-0.9	-0.5	-4	7	-1.4	0	-2	2	0
> CN(c1ccccc1)S(=O)(=O)c1cccc(NC(=O)CCNC(=O)c2ccc([N+](=O)[O-])cc2)c1
 : -24	-0.4	0.8	-3	-3	-1.2	2	14	0	-28
> Cc1ccc(S(=O)(=O)N2CCN(c3ccc([N+](=O)[O-])cn3)CC2)cc1
 : -13	-0.4	-2.9	-2	-2	-1.1	0	10	10	9
> Cc1ccc(C(c2cc(Br)ccc2O)N2CCSCC2)cc1 (stereo unspecified)
 : -3	0.7	1.9	-1	-1	1.1	-1	12	-1	2
> COc1ccc(Nc2cc(C)nc(N)n2)cc1
 : 1	0.0	22	-1	-1	1.1	1	-8	1	4
> CCOc1ccc(S(=O)(=O)Nc2cccc(N(C)S(C)(=O)=O)c2)cc1
 : -2	0.3	1.1	-4	-5	0.6	0	5	3	1
> CCOC(=O)C1CCN(S(=O)(=O)NC[C@H]2O[C@@H](n3cnc4c(N)ncnc43)[C@H](O)[C@@H]2O)C1 (stereo partly specified)
 : 12	0.3	-0.6	-7	-1	1.9	-3	1	5	0
> C/C=C1\COC(C(=O)NCc2cccc(OC)c2OC)(C(F)(F)F)C=C1C=C1CCCCC1 (stereo unspecified)
 : -8	0.4	3.2	-7	2	0.1	2	-13	2	4
> O=C(Cc1cccc2ccccc12)NCC(=O)N1CCN(Cc2cccc(C(F)(F)F)c2)CC1
 : 0	0.2	0.4	-1	11	0.5	0	-2	5	-5
> Cn1c(CN2CCOCC2)nc2cc(NC(=O)COc3ccc([N+](=O)[O-])cc3)ccc21
 : -5	-0.5	-2.3	-5	0	1.7	-2	-11	0	-13
> COCCOC(=O)C1=C(C)N=C2SCCC(=O)N2C1c1ccc(C(=O)OC)cc1 (stereo unspecified)
 : -2	-1.3	0.0	-13	-5	3.2	0	10	3	-3
> CCCOc1cccc(-c2nnc(NC(=O)c3ccco3)s2)c1
 : 20	0.3	1.2	-2	-4	-0.1	16	-10	12	-9
> O=C(C=Cc1ccccc1Cl)c1ccccc1
 : -13	-0.1	1.7	-1	-6	0.6	-2	-15	8	1
> O=C(Nc1ccc2c(c1)nc1n2CCN(Cc2ccccc2)C1)NC1CCCCC1
 : 1	-0.2	-1.2	-4	-7	0.5	-4	-17	0	-4
